CSN deneddyl inh – CSN deneddylation inhibition; Purified CSN, SCF-Nedd8-OG deneddylation, fluorescence polarization; AID 651999; 360,000 tested, 0.38% active; Q92905; inhibition, % at 12.5 µM;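 active = pattern-corrected inhibition above about 35%, with an unprinted fluorescence ratio check between 0.5 and 1.5, limit read from the data, passing the limit was not always enough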;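 note: 0% = enzyme with substrate and 100% = substrate without enzyme; some results filed as inactive read as strong as hits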
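Assay system: purified human Csn5 enzyme expressed in HEK293T cells; measure: % inhibition; also added: SCFSkp2-Nedd8OG substrate at 10 nM final; technique: fluorescence polarization; times: reaction 90 min, room temperature; medium: Tris buffer pH 7.5, NaCl, DTT, Tween-20, trehalose, ovalbumin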
DNMT1 block – blocks human DNA methyltransferase DNMT1 | DNMT1 molecular beacon, Hinp1I cleavage, fluorescence | AID 588458 | 360,000 tested, 0.83% active | inhibition (reported as % activation of signal), % at 10 µM; in the data active = inhibition above about 50%
LMPTP inh – LMPTP (human) inhibition; P24666; recombinant LMPTP-A, OMFP fluorogenic substrate, fluorescence intensity; inhibition, % at 20 µM; 360,000 tested, 0.22% active;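 active = compounds that cut the enzyme signal by at least half of the control window in the single-dose screen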;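 note: plate controls were DMSO wells with enzyme plus substrate for no effect and substrate without enzyme for full effect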
Target sequence (P24666 whole entry, looked up): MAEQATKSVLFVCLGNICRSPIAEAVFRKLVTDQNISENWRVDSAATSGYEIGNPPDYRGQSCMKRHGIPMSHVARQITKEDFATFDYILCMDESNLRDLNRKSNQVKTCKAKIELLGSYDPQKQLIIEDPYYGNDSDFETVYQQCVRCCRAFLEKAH
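Test system: LMPTP-A phosphatase enzyme; input: 0.625 nM LMPTP-A final; reagent: OMFP substrate, 400 µM final; compound dosing: 20 µM single dose, 3% DMSO; incubation: 50 min dark incubation at room temperature; measured by: endpoint fluorescence intensity from OMFP dephosphorylation; measure: % inhibition relative to no-enzyme and uninhibited control wells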
STEP block – inhibitors of human striatal-enriched phosphatase STEP; recombinant STEP, OMFP fluorogenic substrate, fluorescence; inhibition, % at 20 µM; 360,000 tested, 0.25% active;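 active = inhibition at 20 µM, scaled per plate between control wells, above about 37%, limit read from the data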;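 note: 0% = DMSO with enzyme and substrate and 100% = substrate only without enzyme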
Target sequence (P54829 whole entry, looked up): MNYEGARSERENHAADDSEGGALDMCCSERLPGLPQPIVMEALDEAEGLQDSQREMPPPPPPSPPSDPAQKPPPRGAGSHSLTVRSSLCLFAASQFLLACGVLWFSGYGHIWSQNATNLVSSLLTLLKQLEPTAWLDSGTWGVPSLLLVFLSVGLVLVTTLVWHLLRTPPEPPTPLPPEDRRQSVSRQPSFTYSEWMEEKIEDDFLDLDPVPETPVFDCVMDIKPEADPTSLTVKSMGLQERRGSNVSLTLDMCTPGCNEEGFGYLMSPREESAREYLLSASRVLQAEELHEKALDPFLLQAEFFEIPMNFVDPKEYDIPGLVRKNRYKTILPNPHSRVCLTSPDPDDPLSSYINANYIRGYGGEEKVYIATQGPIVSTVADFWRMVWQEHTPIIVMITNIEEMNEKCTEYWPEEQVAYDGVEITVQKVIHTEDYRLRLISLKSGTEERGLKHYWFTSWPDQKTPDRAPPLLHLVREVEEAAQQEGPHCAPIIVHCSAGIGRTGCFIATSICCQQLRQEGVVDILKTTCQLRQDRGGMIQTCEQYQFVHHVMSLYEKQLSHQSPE
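Assay system: isolated STEP enzyme. Buffer or medium: pH 6.0 Bis-Tris with DTT and Tween 20. Also added: fluorogenic phosphatase substrate OMFP at 25 µM final. Dosing: 20 µM, 1% DMSO. Timing: 20 min reaction, room temperature, in the dark. Measured by: fluorescence intensity, excitation 480 nm, emission 540 nm. Evaluation: normalized % inhibition.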
NadD block – inhibitors of Staphylococcus aureus NadD; purified NadD enzyme, colorimetric absorbance read-out; inhibition, % at 20 µM; 360,000 tested, 0.78% active; AID 602399; in the data active = inhibition above about 26%; note: some compounds past the cut are filed as inactive
Tb MetRS inh – blocks T. brucei methionyl-tRNA synthetase activity; purified T. brucei MetRS, ATP depletion, Kinase-Glo luminescence; inhibition, % at 11.9 µM; 360,000 tested, 0.4% active; AID 624268;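 active = inhibition above a per-plate cutoff of the control wells' mean inhibition plus 3 SD, cut at about 5.5% in these data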;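 note: 0% = DMSO wells median and 100% = median of wells with control inhibitor compound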
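Material: T. brucei methionyl-tRNA synthetase, purified; reagent: substrates ATP, L-methionine and bulk Escherichia coli tRNA; dosing: 11.9 µM single point; timing: 15 min plus 2 h at 25 °C; detection: luminescence of leftover ATP; evaluation: % inhibition; control set: DMSO-only wells as low control; replicates: singlicate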
MsrA inhibitor – bovine MsrA inhibition; purified bovine MsrA, absorbance read-out; inhibition, % at 15.5 µM; 360,000 tested, 0.75% active; AID 651718; in the data active = inhibition above about 4.5%;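 note: 0% = vehicle wells with enzyme and 100% = reference inhibitor wells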
SUMO1 PPI mod – modulators of human SUMO1-mediated protein-protein interactions; 360,000 tested, 0.33% active; SUMO1 binding to a labelled peptide, TR-FRET, 1 h; inhibition, % at 20 µM; AID 602429; in the data active = inhibition above about 37%
Target sequence (P63165 whole entry, looked up): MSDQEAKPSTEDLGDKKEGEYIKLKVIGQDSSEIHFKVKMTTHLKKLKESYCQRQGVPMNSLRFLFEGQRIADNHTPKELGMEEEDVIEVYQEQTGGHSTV
Rpn11 block – blocks the human proteasome subunit Rpn11 | human 26S proteasome, Ub4-pepOG fluorescence polarization; 20S core pre-blocked with epoxomicin | O00487 | 360,000 tested, 0.59% active | AID 588493 | calls only at 20 µM;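 active = inhibition at 20 µM, scaled to each plate's controls, above about 33%, limit read from the data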
Scp1 inh – blocks human Scp-1 phosphatase activity | Q9GZU7 | Recombinant Scp1, phosphopeptide, malachite green phosphate absorbance | inhibition, % at 20 µM | 340,000 tested, 0.88% active | AID 493091;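 active = inhibition above about 50% at 20 µM, limit read from the data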;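 note: plate controls were DMSO wells with enzyme for no effect and wells lacking enzyme for full effect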
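Test system: SCP-1 phosphatase catalytic domain, residues 76-261; measured by: colorimetric phosphate reagent with accelerator and stabiliser, absorbance at 630 nm; timing: enzyme reaction 45 min at room temperature, colour 5 min, stabilisation 30 min; also added: Phosphorylated 17-residue peptide substrate; compound dosing: one concentration, 20 µM, with 1.0% DMSO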
* hit, by the source's call; i = inactive; nt = no result given; & = joins results of further samples.

The opening 3 entries, ahead of the listing:
Compound,CSN deneddyl inh,DNMT1 block,LMPTP inh,STEP block,NadD block,Tb MetRS inh,MsrA inhibitor,SUMO1 PPI mod,Rpn11 block,Scp1 inh
CCOc1ccc(S(=O)(=O)N2CCOCC2)cc1NC(=O)CSCc1c(C)noc1C,0.7,1.3,-0.1,0.9,4.1,-0.4,1.5,-6.9,i,-0.7
O=C(Nc1ncc2c(n1)-c1ccccc1OC2)c1ccccc1Cl,-0.8,4.8,1.3,0.8,5.6,-1.3,0.1,3.8,i,2.5
O=C(NCCc1c[nH]c2ccccc12)c1ccc([N+](=O)[O-])cc1,-2.2,3.2,0.8,2.1,-6.1,0.9,2.0,-23.4,i,-6.8

The list itself, from the start:
Compound,CSN deneddyl inh,DNMT1 block,LMPTP inh,STEP block,NadD block,Tb MetRS inh,MsrA inhibitor,SUMO1 PPI mod,Rpn11 block,Scp1 inh
CCOc1ccc(S(=O)(=O)N2CCOCC2)cc1NC(=O)CSCc1c(C)noc1C,0.7,1.3,-0.1,0.9,4.1,-0.4,1.5,-6.9,i,-0.7
O=C(Nc1ncc2c(n1)-c1ccccc1OC2)c1ccccc1Cl,-0.8,4.8,1.3,0.8,5.6,-1.3,0.1,3.8,i,2.5
O=C(NCCc1c[nH]c2ccccc12)c1ccc([N+](=O)[O-])cc1,-2.2,3.2,0.8,2.1,-6.1,0.9,2.0,-23.4,i,-6.8
Cn1c(=O)c2cc3c(nc2n(C)c1=O)CC(c1ccccc1)CC3=O (stereo not drawn),7.0,-0.6,-1.0,-1.1,-3.3,-0.7,-0.5,0.0,i,-18.4
O=C(NCCCc1ccccc1)c1cccc(S(=O)(=O)N2CCOCC2)c1,-1.0,4.7,0.5,1.5,-2.5,0.2,1.2,0.0,i,-4.3
COc1cc(/C=N/N=C2/NC(=O)C(Cc3ccc(F)cc3)S2)ccc1O (stereo not drawn),-6.1,5.6,-0.2,0.4,5.1,-0.3,4.2,25.0,i,-1.4
O=C(Nc1ccc(C(=O)O)cc1)/C(=C\c1ccc2c(c1)OCO2)NC(=O)c1ccc(Br)cc1,-2.3,-2.7,-2.1,2.5,2.9,0.1,4.4,-5.9,i,-4.7
CC1CCN(C(=O)c2nc[nH]c2C(=O)N2CCC(C)CC2)CC1,-3.5,3.1,-2.2,-1.0,0.3,-0.3,1.7,-1.9,i,-0.2
O=C(CN1C(=O)c2ccccc2S1(=O)=O)Nc1cccc(S(=O)(=O)N2CCOCC2)c1,-1.8,0.3,-0.6,-0.2,-0.6,0.1,0.4,4.0,i,-3.9
CCc1nc2ccc(C(=O)N3CCCCC3)cn2c1N(C)CCCc1ccccc1,1.8,1.3,-1.0,4.5,1.5,-0.2,0.1,6.0,i,nt
CC(C)CCc1noc(CN2CCC(C(=O)N3CCOCC3)CC2)n1,-5.2,0.7,0.0,-1.3,-6.4,-0.5,0.2,0.2,i,2.5
Cc1ccc(-c2n[nH]c(=O)c3ccccc23)cc1S(=O)(=O)N(C)C,5.4,1.1,-0.4,-2.5,3.3,0.2,-1.4,1.7,i,-8.3
COc1ccccc1Cc1nnc(NC(=O)C2CCN(C(=O)c3ccco3)CC2)s1,2.7,-1.8,-0.3,4.9,0.1,-0.5,-0.1,3.4,i,-4.7
O=C(N/C(=C\c1ccccc1)C(=O)N1CCCCCC1)c1ccccc1,-13.7,-1.8,0.1,-0.8,-5.2,0.0,1.5,-4.6,i,-5.3
COc1ccc(/C=C2/N=C3CCCCCN3C2=O)cc1OC,3.2,-1.6,-0.8,0.6,2.6,0.3,3.7,-22.3,i,-6.7

Compound,CSN deneddyl inh,DNMT1 block,LMPTP inh,STEP block,NadD block,Tb MetRS inh,MsrA inhibitor,SUMO1 PPI mod,Rpn11 block,Scp1 inh
Cc1ccc(S(=O)(=O)c2c(N)n(Cc3ccco3)c3nc4ccccc4nc23)cc1C,-0.8,-13.6,3.4,0.6,47.1*,0.7,1.7,-2.8,i,4.7
CCNC(=S)N/N=C/c1cc(C)ccc1C,-3.5,-1.0,0.1,0.4,0.6,-0.1,0.5,-5.8,i,8.0
COc1ccc(NC(=O)C(C)N2C(=O)C3CC=C(Cl)CC3C2=O)cc1 (stereo not drawn),-1.7,-1.3,-0.8,0.8,0.4,-0.2,0.0,-2.2,i,-5.5
CCN1C(=O)[C@H]2[C@@H](c3ccc(-c4cccc(Cl)c4)c(OC)c3)N[C@@](CC(C)C)(C(=O)OC)[C@H]2C1=O,-4.5,-9.6,4.8,2.1,-2.1,-0.3,0.3,-3.6,i,-9.3
CCOC(=O)C1CCN(C(=O)CSc2nnc(-c3ccco3)n2-c2ccccc2)CC1,-3.2,4.7,2.2,0.0,8.0,-0.5,0.2,-0.6,i,-5.6
Cc1ccc(NC(=O)COC(=O)c2oc3ccccc3c2C)cc1S(=O)(=O)N1CCOCC1,0.8,-8.2,2.0,1.7,2.9,0.0,-0.2,4.6,i,-15.2
Cc1cc(=O)oc2c3c(cc(OCC(=O)NCc4cccnc4)c12)OC(C)(C)CC3,0.0,1.5,0.4,1.5,4.5,0.0,2.2,3.9,i,1.4
COc1ccc(NC(=O)CN(C)C2CCCCC2)c([N+](=O)[O-])c1,-10.4,11.8,-0.3,-2.6,-1.1,-0.3,0.2,-21.5,i,-5.3
CN(C)S(=O)(=O)c1ccc(N2CCCC2)c(C(=O)Nc2nc3ccc(F)cc3s2)c1,7.4,-16.2,1.6,2.4,16.8,0.0,0.1,19.5,i,-11.8
CN(Cc1cnn(C)c1)Cc1nc(COc2ccccc2)no1,-2.5,4.7,-0.3,-7.0,5.7,-0.1,-1.9,1.1,i,-6.0
Cc1nnc(SCC(=O)c2cc(C)n(C3CC3)c2C)s1,0.4,-6.0,-0.3,-0.8,2.9,-0.7,-0.1,1.4,i,-0.4
CN(C)CCCNc1nc(-c2ccc(Cl)cc2)nc2ccccc12,2.5,0.3,29.9,-0.5,-5.8,-0.6,6.0*,8.5,i,-6.5
O=C(COc1ccccc1Br)NCc1ccco1,2.7,1.6,0.3,-3.3,0.6,-1.6,0.7,2.4,i,1.1
CCCCNC(=O)N(CC)c1c(N)n(Cc2ccccc2)c(=O)[nH]c1=O,5.2,1.0,-1.5,-0.5,-5.1,2.4,1.0,-3.3,i,-3.0
O=C(Nc1cnccn1)c1csc2ccccc12,4.6,0.1,0.3,2.6,0.2,-0.2,-0.1,2.8,i,-4.4

Compound,CSN deneddyl inh,DNMT1 block,LMPTP inh,STEP block,NadD block,Tb MetRS inh,MsrA inhibitor,SUMO1 PPI mod,Rpn11 block,Scp1 inh
Cc1nnsc1C(=O)N(Cc1ccccc1)C(C)C,0.7,0.2,-1.1,2.8,1.4,-0.3,0.9,1.3,i,2.7
C=CCn1c(SCC(=O)c2cccs2)nnc1-c1cccc(OC)c1,-0.5,0.8,-0.9,-1.7,1.4,-0.7,-0.4,-2.2,i,0.4
CCCCn1c(N)c(N(CC(C)C)C(=O)C2CCN(S(=O)(=O)c3ccccc3)CC2)c(=O)[nH]c1=O,-0.7,0.8,-0.9,0.0,0.7,-0.2,0.4,-2.4,i,-2.7
COc1cc(OC)cc(C(=O)NCc2ccc3[nH]c(C)cc3c2)c1,-4.4,-15.5,1.7,-0.4,1.2,0.4,0.4,-1.5,i,-7.7
CC[C@@H](C)[C@H](NC(=O)CNC(=O)Cc1c(C)c2c(cc(C)c3c(C)coc32)oc1=O)C(=O)O,0.0,10.3,1.3,0.1,3.5,-1.8,0.6,-2.2,i,2.0
CC(/C=C\c1cccnc1)=C/C(=O)O,1.5&1.0,33.5&3.1,-1.9&-0.6,2.8&2.7,6.0&-3.6,0.6&0.1,0.8&-1.6,-1.7&-2.8,i,0.8&-0.1
Cc1nc([N+](=O)[O-])cn1CC(=O)c1ccc(F)cc1,-5.7,-5.8,-0.8,10.8,-3.3,-0.5,nt,-5.3,i,-5.9
Cc1ccnc(NC(=O)CS(=O)(=O)Cc2ccccc2)c1,0.4,9.7,-0.3,-0.3,7.1,-0.3,1.4,0.6,i,13.3
COc1ccc(OC)c(NC(=O)C2(C)CCN2Cc2cccc(OC)c2F)c1 (stereo not drawn),3.4,1.5,2.7,2.8,0.3,-0.4,0.7,4.7,i,nt
Cc1cccc(-n2c(SCC(=O)Nc3ccc4c(c3)OCO4)nnc2-c2ccoc2C)c1,-4.6,1.0,0.0,-1.8,2.3,-1.7,-0.1,-0.6,i,5.5
CCC(C(=O)NCc1ccco1)N(C(=O)CNS(=O)(=O)c1ccccc1)C1CCCCC1 (stereo not drawn),-6.1,-3.3,-0.3,-0.8,-0.6,0.4,0.9,-4.2,i,-5.2
C=CCNC(=O)c1cn(CC)c2cc(N3CCN(C(=O)c4ccco4)CC3)c(F)cc2c1=O,-4.1,-0.7,4.2,-2.3,7.8,-1.0,0.8,14.6,i,4.8
Cc1ccc(S(=O)(=O)CC(=O)c2ccc([N+](=O)[O-])cc2)cc1,-2.0,-3.0,0.6,2.1,-4.7,-0.3,0.8,-32.7,i,-7.9
Cc1cccc(N2CCN(C(=O)c3cccc(S(=O)(=O)N4CCc5ccccc5C4)c3)CC2C)c1 (stereo not drawn),7.5,-1.7,1.0,2.7,16.1,-0.7,1.0,1.4,i,8.8
